High-throughput results as filed in PubChem BioAssay.
GoLoco inh red: RGS12 GoLoco-Gai1 interaction inhibition; P63096; Gai1:RGS12 GoLoco peptide FP, rhodamine, 10 min; Potency, µM (highest dose often 61.6 µM), for the others: at the top dose activity, negative = inhibition, actives largely listed as inhibitors; 230,000 compounds, 0.44% hits; active = well fitted inhibition curve with a large enough effect, not every such curve was filed as active; inactive = no such curve, though single readings can be large or run the other way; note: % is set by controls: 0 for no effect and ±100 for the full control effect; nearly all actives have a fitted effect of over 30% in size; many of its hits are not listed in these tables
Target sequence (P63096 whole entry, looked up): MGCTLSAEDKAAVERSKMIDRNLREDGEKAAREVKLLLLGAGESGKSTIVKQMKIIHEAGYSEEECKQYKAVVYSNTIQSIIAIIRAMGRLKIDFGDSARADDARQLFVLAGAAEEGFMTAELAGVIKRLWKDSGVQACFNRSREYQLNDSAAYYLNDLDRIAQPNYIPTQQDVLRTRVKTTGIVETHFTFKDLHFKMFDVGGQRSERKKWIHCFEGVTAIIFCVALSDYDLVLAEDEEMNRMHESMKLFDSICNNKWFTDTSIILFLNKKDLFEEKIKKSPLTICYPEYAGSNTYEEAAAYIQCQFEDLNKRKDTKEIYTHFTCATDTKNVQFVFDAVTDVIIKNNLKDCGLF
KinaseGlo FLuc: counter-screen: inhibitors of Kinase-Glo firefly luciferase. Q27757. Kinase-Glo luciferase, ATP luminescence, 8 min. Potency, µM (series often up to 38.3 µM), inactives show at the highest dose activity change, negative = inhibition, most hits filed as inhibitors. 200,000 compounds, 0.28% hits. AID 1379; note: % is set by controls: 0 for no effect and ±100 for the full control effect; nearly all actives have a fitted effect of over 60% in size
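Inhibition of Kinase-Glo luciferase light generation was assessed at 10 uM ATP in pH 7.2 imidazole buffer, with luminescence measured after eight minutes at ambient temperature.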
Epigenetic reg: derepresses silenced GFP reporter in murine cells; murine LDR cells, GFP reporter derepression, 30 h; Potency, µM (highest dose often 53.9 µM), for the others: top-dose GFP activation, actives largely listed as activators; 280,000 compounds, 0.2% hits; AID 1865; note: % of control where 0% means no effect; nearly all actives have a fitted effect of over 60% in size
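Reporter derepression read as number of fluorescent GFP-positive objects, 20-120 um in size, counted by laser-scanning cytometer. Mouse LDR line with an epigenetically silenced CMV-GFP locus; compound incubation 30 h, 37 C.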
KDM4E inh: inhibitors of human JMJD2E histone demethylase. Potency, µM (series often up to 57.1 µM), without a hit: at the top dose activity change, negative = inhibition, most hits filed as inhibitors. JMJD2E catalytic domain, FDH-coupled NADH fluorescence (FDH is formaldehyde dehydrogenase). 230,000 compounds, 1.6% hits. B2RXH2. AID 2147; active = well fitted inhibition curve with a large enough effect, not every such curve was filed as active; inconclusive = small, poorly fitted or top-dose-only effect, or another doubt; inactive = no such curve, though single readings can be large or run the other way;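 note: 0% = wells with enzyme and -100% = buffer wells without enzyme; nearly all actives have a fitted effect of over 50% in size; many of its hits are not listed in these tables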
IMPase Li cell: membrane-permeable IMPase blocker, potentiated with lithium | CHO-M1 cells, IP1 TR-FRET (IP-One), carbachol + lithium | Potency, µM (doses to about 59.4 µM), for the others: top-dose activity, negative = IMPase inhibition, most hits filed as inhibitors | 210,000 compounds, 0.35% hits | AID 1457;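 note: IP1 builds up when IMPase is blocked and the TR-FRET signal falls; plate controls were basal vehicle for no effect and high inhibitor control for full effect; nearly all actives have a fitted effect of over 50% in size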
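Concentration–response in CHO-M1 cells, lithium-potentiated; 30 min at 37C. IP1 detected by competitive TR-FRET after 10 min lysis at RT. Hill-fitted AC50.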
RECQ1 inh: RECQ1 (human) helicase inhibition; RECQ1 DNA unwinding, red fluorescence kinetic read; 240,000 compounds, 0.54% hits; P46063; Potency, µM (top dose mostly 57.3 µM), inactives show at the top dose activity, negative = inhibition, actives largely listed as inhibitors;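 note: plate controls were vehicle for no effect and no enzyme for full effect; nearly all actives have a fitted effect of over 30% in size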
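RECQ1T1 50 nM; forked duplex (20 bp + 30-nt ss tails) 200 nM, ATP 2 mM final; pH 8.0, 2 mM MgCl2, 2.5 ug/ml poly(dI-dC); 15 min compound preincubation; discontinuous kinetic read over 2 h at RT.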
SMN2 splice enh: enhancers of SMN2 splice variant expression; Potency, µM (top dose mostly 46.1 µM), inactives show at the top dose activity change, positive = activation, most hits filed as activators; HEK293 SMN2-luciferase splicing reporter, luminescence, 30-36 h; AID 1458; 210,000 compounds, 2.8% hits; note: % of control where 0% means no effect; nearly all actives have a fitted effect of over 55% in size
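qHTS luciferase splicing reporter: luminescence rises when SMN2 exon 7 is included in transfected HEK293 cells. Compound exposure lasted 30-36 h at 37C, with 4.5 mM final sodium butyrate as control, followed by a ONE-Glo read.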
NPSR antag: antagonists of human neuropeptide S receptor cAMP signaling. AID 1461. CHO-NPSR cells, cAMP TR-FRET, antagonist mode. Potency, µM (series often up to 38.3 µM), for inactives: at the top dose activity change, negative = inhibition, actives largely listed as inhibitors. 220,000 compounds, 1% hits. Q6W5P4; note: % is set by controls: 0 for no effect and ±100 for the full control effect; nearly all actives have a fitted effect of over 50% in size; many of its hits are not listed in these tables
Target sequence (Q6W5P4 whole entry, looked up): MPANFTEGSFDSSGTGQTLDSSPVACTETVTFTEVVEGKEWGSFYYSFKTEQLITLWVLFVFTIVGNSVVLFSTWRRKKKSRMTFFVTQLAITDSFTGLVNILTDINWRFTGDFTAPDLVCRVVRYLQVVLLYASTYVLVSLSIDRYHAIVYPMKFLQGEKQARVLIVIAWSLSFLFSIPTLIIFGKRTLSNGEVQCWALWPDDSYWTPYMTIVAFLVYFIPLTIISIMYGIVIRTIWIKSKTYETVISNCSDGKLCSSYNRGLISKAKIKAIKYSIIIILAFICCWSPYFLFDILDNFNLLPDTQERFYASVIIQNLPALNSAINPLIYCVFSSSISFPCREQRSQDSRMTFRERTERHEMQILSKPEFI
* marks the source's active call; other numbers are inactive results; i = inactive; ? = inconclusive; nt = no result given; [ ] = remark or other dose. Unless noted, calls come from the whole dose curve; as a rule, active = well fitted curve in the direction sought with a large enough effect; inconclusive = small, poorly fitted or top-dose-only effect, or another doubt; inactive = no such curve, though single readings can be large; an effect the other way counts as inactive or inconclusive. Potency is the fitted concentration of half-maximal effect. The list is partial; count on the stated rates, not on these rows.

No.	mol	GoLoco inh red	KinaseGlo FLuc	Epigenetic reg	KDM4E inh
1	CCOC(=O)c1[nH]c(C)c(C(=O)N2CCOCC2)c1C	-2%	-2%	-0.7%	2%
2	Cc1ccc2nc(-c3ccc(NC(=O)CCS(=O)(=O)c4ccccc4)cc3)sc2c1	17%	3%	0.0%	7%
3	C=CCNC(=O)c1cc([N+](=O)[O-])cc2c(=O)[nH]c(Nc3ccc(Cl)c(Cl)c3)nc12	0%	3%	2.5%	-12%
4	COC(=O)c1cc(C(=O)c2cc(Br)ccc2O)coc1=N	12%	-2%	1.1%	-15%
5	c1ccc(COC2CCCN(Cc3nc(Cc4ccccc4)no3)C2)cc1 (stereo not given)	13%	3%	-4.5%	4%
6	CCCCCC(=O)N=Nc1c(O)[nH]c2ccc([N+](=O)[O-])cc12	7%	-1%	0.0%	9%
7	CC1(C)Cc2c(sc3nc4n(c(=N)c23)CCC4)CO1	10%	1%	-1.1%	-2%
8	O=C(Nc1nc2ccccc2s1)C1CCN(S(=O)(=O)c2cc([N+](=O)[O-])ccc2Cl)CC1	-2%	nt	1.6%	-18%
9	COC(=O)/C(=C(/F)SCC(C)=O)C(F)(F)F	24%	0%	-0.7%	2%
10	CCNc1ccc(N=Nc2c(C)n(C)n(-c3ccccc3)c2=O)cc1	21%	-5%	-0.3%	-1%
11	COc1ccc(-c2ccc(C#N)c(SCC(=O)Nc3sc4c(c3C#N)CCC4)n2)cc1	22%	1%	-2.3%	7%
12	CC(C)(C)NC(NC(=O)Cc1ccccc1)C(Cl)(Cl)Cl (stereo not given)	2%	-4%	0.0%	9%
13	CC(=O)Nc1ccc(N(C(=O)c2ccco2)C(C(=O)NC2CCCC2)c2ccc(N3CCOCC3)cc2)cc1 (stereo not given)	6%	3%	2.7%	-4%
14	O=C(NCCNS(=O)(=O)c1ccc(C(F)(F)F)cc1)N1CCOCC1	2%	nt	-3.6%	3%
15	CCOc1cc(NC(=O)C2CCCCC2)c(OCC)cc1NC(=O)c1ccco1	4%	3%	1.1%	?

No.	IMPase Li cell	RECQ1 inh	SMN2 splice enh	NPSR antag
1	1%[38.3 µM]	-6%	3%	-4%[46.1 µM]
2	13µM*	-2%	nt	12%
3	-7%	7.1µM*	9%	nt
4	3%	6%	-15%	-15%
5	27%	3%	nt	18%
6	-6%	6%	-12%	-3%
7	28%[38.3 µM]	0%	?	3%[46.1 µM]
8	nt	-5%	nt	-33%
9	-5%[38.3 µM]	i	2%	-1%[46.1 µM]
10	48%[activator]	1%	-6%	-17%
11	-7%[38.3 µM]	0%	18%	-20%[46.1 µM]
12	-8%[38.3 µM]	-3%	-12%	-8%[46.1 µM]
13	4%	i	nt	-3%
14	nt	i	nt	-37%
15	5%[38.3 µM]	-5%	-17%	0%[46.1 µM]

Compound profiles, from the list above:
Listed for `O=C(NCCNS(=O)(=O)c1ccc(C(F)(F)F)cc1)N1CCOCC1` = GoLoco inh red = 2%; KinaseGlo FLuc = nt; Epigenetic reg = -3.6%; KDM4E inh = 3%; IMPase Li cell = nt; RECQ1 inh = i; SMN2 splice enh = nt; NPSR antag = -37%
Listed for `CCNc1ccc(N=Nc2c(C)n(C)n(-c3ccccc3)c2=O)cc1` = GoLoco inh red = 21%; KinaseGlo FLuc = -5%; Epigenetic reg = -0.3%; KDM4E inh = -1%; IMPase Li cell = 48%[activator]; RECQ1 inh = 1%; SMN2 splice enh = -6%; NPSR antag = -17%

Following part.
No.	mol	GoLoco inh red	KinaseGlo FLuc	Epigenetic reg	KDM4E inh
16	Cc1cc(NC(=O)/C=C/C(=O)N(c2ccccc2C)C(C(=O)NC2CCCC2)c2ccc(F)cc2)no1 (stereo not given)	12%	4%	-0.9%	2%
17	O=C(NC(=S)Nc1ccccc1N1CCCCC1)c1ccco1	1%	0%	0.0%	-10%
18	Cc1ccc2cc(CN(CCCO)S(=O)(=O)c3cccc4nsnc34)c(=O)[nH]c2c1C	-1%	-1%	0.0%	-6%
19	O=C(Cn1c(-c2cscn2)nc2ccccc21)Nc1ccc(Cl)cc1	6%	2%	-1.2%	?
20	Cc1ccc(CSc2ccc(-c3ccco3)nn2)cc1	1%	-14%	0.0%	-7%
21	Cc1ccc(/C(=N\O)c2oc3c(C)c4oc(=O)cc(C)c4cc3c2C)cc1	1%	0%	-1.0%	?
22	COCCOC(=O)C1=C(C)NC(SCC(=O)NC(C)(C)C)=C(C#N)C1c1ccco1 (stereo not given)	-2%	1%	1.2%	-25%
23	C=CCN(C(=O)c1csnn1)C(C(=O)NC(C)(C)C)c1ccncc1 (stereo not given)	-14%	1%	-4.2%	-8%
24	CCC1SC2=NC(C)=C(C(=O)OCCOC)C(/C=C/c3ccccc3OC)N2C1=O (stereo not given)	-27%	5%	-2.6%	-8%
25	Cc1ccc(-n2ncc3c(=O)n(CC(=O)N4CCCc5ccccc54)cnc32)cc1C	3%	3%	-1.0%	?
26	O=C(CN(CCc1ccccc1)C(=O)Cn1nnc(-c2cccs2)n1)NCc1ccco1	1%	-4%	2.9%	2%
27	CCOC(=O)C1C(c2cccs2)NC(=O)N(C)C1(O)C(F)(F)F (stereo not given)	-4%	-1%	-1.1%	-4%
28	COc1ccc(OC)c(C2N(c3ccc(Cl)cc3)C(=O)C3CCCN32)c1 (stereo not given)	nt	nt	-2.7%	0%
29	C=CCNS(=O)(=O)c1ccc2nsnc2c1	2%	-2%	0.0%	3%
30	S=c1[nH]nc(CN2CCCCC2)n1Cc1ccccc1	4%	-1%	-1.9%	-3%

No.	IMPase Li cell	RECQ1 inh	SMN2 splice enh	NPSR antag
16	8%[38.3 µM]	-5%	-2%	-30%[46.1 µM]
17	9%	-9%	-10%	-24%
18	-3%[38.3 µM]	11%	-2%	-12%[46.1 µM]
19	5%	-4%	-19%	-26%[46.1 µM]
20	-1%	-5%	11µM*	-19%[46.1 µM]
21	25%	-11%	-41%[inhibitor]	-56%
22	-4%[38.3 µM]	-3%	4%	-7%[46.1 µM]
23	15%	i	-9%	4%
24	15%[38.3 µM]	7%	-7%	?
25	15%	0%	-53%[inhibitor]	-12%
26	9%[38.3 µM]	1%	-1%	0%[46.1 µM]
27	4%[38.3 µM]	i	0%	-3%[46.1 µM]
28	nt	-6%	nt	-9%[46.1 µM]
29	-6%[38.3 µM]	-12%	-4%	-10%[46.1 µM]
30	19%	-1%	-4%	-4%

Results in sequence from the entries so far:
Compounds 18 to 25 in GoLoco inh red, in turn: -1%, 6%, 1%, 1%, -2%, -14%, -27%, 3%
Compounds 18 to 25 in KDM4E inh, in turn: -6%, ?, -7%, ?, -25%, -8%, -8%, ?

The list goes on.
No.	mol	GoLoco inh red	KinaseGlo FLuc	Epigenetic reg	KDM4E inh
31	Cc1nn(-c2cccc(Cl)c2)c2nc(C(F)(F)F)[nH]c(=O)c12	-7%	7%	2.0%	4%
32	CC1(CCC(=O)OC2CCCCC2)OCCO1	8%[14.2 µM]	-7%[7.66 µM]	nt	nt
33	CCOP(=O)(OCC)/C(=C/N1CCCCC1)NC(=O)c1ccccc1	5%	-2%	2.2%	15%
34	CCCC/C(C)=N/NC(=O)c1cn(-c2ccccc2)nc1-c1ccccc1	4%	0%	0.0%	-24%
35	COc1ccc(CC(=O)Nc2ccc(C(=O)NC(C)(C)C)cc2)cc1OC	2%	0%	-1.3%	2%
36	CCOC(=O)C1(Cc2ccccc2C(F)(F)F)CCN(CC(O)CO)CC1 (stereo not given)	3%	nt	-0.1%	-1%
37	Cc1ccc(-c2nnn(CC(=O)NC3CCN(Cc4ccccc4)CC3)n2)cc1	-9%	3%	-1.0%	6%
38	CCC1CCCCN1Cc1nc2ccccc2c(=O)n1CC(C)=O (stereo not given)	-6%	nt	-1.3%	-7%
39	CCCCOC(=O)CSC(=S)N(C)Cc1cccs1	-7%	-3%	-1.0%	-6%
40	Cc1ccc(S(=O)(=O)N2CCN(C(=O)c3cccs3)CC2)c(C)c1	2%	1%	2.3%	3%
41	COc1ccccc1NC(=O)COC(=O)/C=C/c1ccccc1[N+](=O)[O-]	15%	0%	-3.0%	-8%
42	CN(CCCNC(=O)C1CCC(=O)N1Cc1ccccc1Cl)c1ccccc1 (stereo not given)	-5%	-1%	8.5%	9%
43	Cc1c(O)ccc(/C(Cc2ccc3ccccc3n2)=N\O)c1O	11%	-1%	-1.1%	3%
44	COc1cc(NC(=O)CCCl)cc(-n2cnnn2)c1	-3%	0%	1.4%	-24%
45	O=C(CSc1nc(Cc2ccccc2)nc2ccccc12)Nc1ccc2c(c1)OCCO2	6%	9%	0.0%	4%
46	O=C(O)c1ccc(NS(=O)(=O)c2ccsc2C(=O)O)cc1	10%	3%	-1.1%	-5%
47	Cc1cc(NC(=O)CN2C(=O)NC(C)(c3ccc(Cl)cc3)C2=O)no1 (stereo not given)	-4%	-1%	0.0%	5%

No.	IMPase Li cell	RECQ1 inh	SMN2 splice enh	NPSR antag
31	-15%	6%	-66%[inhibitor]	11%
32	-1%	nt	-11%[9.22 µM]	nt
33	3%	9%	nt	-7%
34	1%	-14%	-4%	-11%[46.1 µM]
35	2%	-11%	-2%	2%
36	1%	1%	nt	-20%
37	11%	1%	-30%[inhibitor]	12%[46.1 µM]
38	nt	0%	nt	1%
39	-12%	-8%	5%	4%
40	1%	-1%	-46%[inhibitor]	9%
41	-1%	-8%	3%	10%
42	-8%[38.3 µM]	-13%	-24%	-9%[46.1 µM]
43	27%[38.3 µM]	-2%	-13%	-16%[46.1 µM]
44	2%	i	0%	11%
45	-4%[38.3 µM]	-10%	-44%[inhibitor]	-11%[46.1 µM]
46	-10%	-2%	-8%	nt
47	-1%	-1%	23%	11%
